Screening results as filed in PubChem.
STK33 inh: human STK33 kinase inhibition. ADP-Glo luminescence, MBP substrate. inhibition, % at 12.5 µM. 27,000 compounds, 0.44% hits; in the data active means inhibition above about 20%; inconclusive means no clear call, values can overlap the other calls
Target sequence (Q9BYT3 whole entry, looked up): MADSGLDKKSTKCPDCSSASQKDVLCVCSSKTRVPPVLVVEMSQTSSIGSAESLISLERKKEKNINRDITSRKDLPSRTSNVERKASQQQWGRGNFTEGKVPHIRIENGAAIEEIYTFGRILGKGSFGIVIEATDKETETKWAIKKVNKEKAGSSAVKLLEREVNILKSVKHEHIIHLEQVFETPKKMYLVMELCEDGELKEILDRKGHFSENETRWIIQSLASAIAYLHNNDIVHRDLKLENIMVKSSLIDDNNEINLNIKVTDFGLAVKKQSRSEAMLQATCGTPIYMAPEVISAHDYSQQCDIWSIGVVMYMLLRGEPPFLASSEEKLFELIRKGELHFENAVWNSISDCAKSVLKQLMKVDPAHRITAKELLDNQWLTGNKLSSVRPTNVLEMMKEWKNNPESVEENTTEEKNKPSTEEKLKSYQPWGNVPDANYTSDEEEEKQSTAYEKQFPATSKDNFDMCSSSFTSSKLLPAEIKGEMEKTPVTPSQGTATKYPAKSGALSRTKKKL
p53 PUMA act: mutant p53 pathway reactivation; SW480 PUMA-promoter luciferase; activation, % at 9.98 µM; 28,000 compounds, 1.5% hits; AID 624151; in the data active means activation above about 52%; inconclusive means no clear call, values can overlap the other calls
* = called active by the depositor; ? = inconclusive; / = not tested or not shown. These rows are one share of the data. The share of hits here may be higher or lower than overall.

#	structure	STK33 inh	p53 PUMA act
1	C[C@H]1CN([C@@H](C)CO)S(=O)(=O)c2ccc(Br)cc2O[C@H]1CN(C)CC1CC1	/	9
2	Cn1nc(CC(=O)Nc2ccc(Oc3ccccc3)cc2)c2ccccc2c1=O	1	-10
3	C[C@@H]1CN([C@@H](C)CO)C(=O)Cc2cc(N(C)C)ccc2O[C@@H]1CN(C)Cc1ccc(Cl)c(Cl)c1	0	-5
4	Cc1ccc(-c2nc3ccccc3s2)cc1NC(=O)COc1ccc(Br)cc1	3	24
5	Cc1cccc(C)c1OCC(=O)Nc1cccc(C(=O)O)c1C	-1	4
6	C[C@@H]1CCCCO[C@@H](CN(C)S(=O)(=O)c2cn(C)cn2)[C@@H](C)CN([C@@H](C)CO)C(=O)c2cc(NC(=O)CCCN(C)C)ccc2O1	/	1
7	C[C@@H]1CN([C@@H](C)CO)S(=O)(=O)c2ccc(C3=CCCC3)cc2O[C@H]1CN(C)C(=O)c1cccnc1	/	13
8	COc1ccc(NC(=O)Nc2ccc3c(c2)C(=O)N([C@H](C)CO)C[C@H](C)[C@H](CN(C)C(=O)CCCN(C)C)OCCCC[C@@H](C)O3)cc1	-3	/

Given field by field: part of the list above.
2: Cn1nc(CC(=O)Nc2ccc(Oc3ccccc3)cc2)c2ccccc2c1=O
  STK33 inh = 1 | p53 PUMA act = -10

3: C[C@@H]1CN([C@@H](C)CO)C(=O)Cc2cc(N(C)C)ccc2O[C@@H]1CN(C)Cc1ccc(Cl)c(Cl)c1
  STK33 inh = 0 | p53 PUMA act = -5

Entries shown so far that contain nitrogen in an aromatic ring (4):
#	structure	STK33 inh	p53 PUMA act
2	Cn1nc(CC(=O)Nc2ccc(Oc3ccccc3)cc2)c2ccccc2c1=O	1	-10
4	Cc1ccc(-c2nc3ccccc3s2)cc1NC(=O)COc1ccc(Br)cc1	3	24
6	C[C@@H]1CCCCO[C@@H](CN(C)S(=O)(=O)c2cn(C)cn2)[C@@H](C)CN([C@@H](C)CO)C(=O)c2cc(NC(=O)CCCN(C)C)ccc2O1	/	1
7	C[C@@H]1CN([C@@H](C)CO)S(=O)(=O)c2ccc(C3=CCCC3)cc2O[C@H]1CN(C)C(=O)c1cccnc1	/	13

The list continues.
#	structure	STK33 inh	p53 PUMA act
9	COC(=O)C1(Cc2ccc(O)c(CC=C(C)C)c2)OC(=O)C(OC)=C1c1ccc(O)c(O)c1 (stereo not drawn)	-3	-1
10	COC(=O)c1ccccc1NC(=O)CSc1nc2c(c(C(F)(F)F)n1)CCCC2	4	-16
11	Cc1ccc(S(=O)(=O)N(C)C[C@@H]2OCCCC[C@@H](C)Oc3ccc(NC(=O)NC4CCCCC4)cc3C(=O)N([C@@H](C)CO)C[C@H]2C)cc1	/	-22
12	C[C@H](CO)N1C[C@H](C)[C@H](CN(C)S(=O)(=O)c2cn(C)cn2)Oc2ccc(NC(=O)NC3CCCCC3)cc2CC1=O	-1	-2
13	C[C@H]1CN([C@@H](C)CO)C(=O)c2cccc(NC(=O)Nc3ccc(F)cc3)c2O[C@H]1CN(C)C	/	-1
14	O=C(NCCCn1ccnc1)c1c(F)cccc1F	1	-1
15	O=C(C[C@H]1C[C@H]2c3cc(NC(=O)C4CCC4)ccc3O[C@H]2[C@@H](CO)O1)NCc1cc(F)ccc1F	/	3
16	Cc1noc(C)c1NC(=O)Nc1cccc2c1O[C@H](CN(C)C(=O)Nc1c(C)noc1C)[C@@H](C)CN([C@@H](C)CO)C2=O	/	3

Some of these compounds in order of length of the SMILES, high to low.
#	structure	STK33 inh	p53 PUMA act
15	O=C(C[C@H]1C[C@H]2c3cc(NC(=O)C4CCC4)ccc3O[C@H]2[C@@H](CO)O1)NCc1cc(F)ccc1F	/	3
9	COC(=O)C1(Cc2ccc(O)c(CC=C(C)C)c2)OC(=O)C(OC)=C1c1ccc(O)c(O)c1 (stereo not drawn)	-3	-1
4	Cc1ccc(-c2nc3ccccc3s2)cc1NC(=O)COc1ccc(Br)cc1	3	24

Additional compounds follow.
#	structure	STK33 inh	p53 PUMA act
17	O=C(CSc1n[nH]c(-c2ccc(Cl)cc2)n1)NC1CC2CCC1C2 (stereo not drawn)	2	4
18	C[C@H](CO)N1C[C@H](C)[C@@H](CN(C)CC2CC2)Oc2c(NC(=O)c3ccc(-c4nccs4)cc3)cccc2C1=O	/	-1
19	COc1cc(NC(=O)COc2cc(C)c(C)cc2C)c(C(=O)O)cc1OC	-2	4
20	COc1cccc(NC(=O)N(C)C[C@@H]2OCc3ccccc3-c3c(n(C)c4ccccc34)C(=O)N([C@H](C)CO)C[C@@H]2C)c1	/	-6
21	C[C@H](CO)N1C[C@H](C)[C@H](CN(C)Cc2ccc(C(=O)O)cc2)Oc2ccc(NC(=O)C3CC3)cc2C1=O	/	4
22	O=C(NCc1ccccc1)[C@@]1(CCS(=O)(=O)c2ccccc2)COC(c2ccc(OCCCO)cc2)=N1	0	/
23	C[C@H](CO)N1C[C@H](C)[C@@H](CN(C)C(=O)Nc2ccccc2)OCCCC[C@H](C)Oc2ccc(NS(C)(=O)=O)cc2C1=O	/	15
24	COc1ccc(NC(=O)NCc2ccc(C(=O)O)cc2)c(OC)c1	-1	-7
25	C[C@@H]1CN([C@@H](C)CO)C(=O)c2cc(NC(=O)C3CC3)ccc2O[C@@H]1CN(C)C(=O)NC1CCCCC1	-3	/
26	COc1cccc2c1NC1CC(C)CCC1C2(C)C (stereo not drawn)	/	-2
27	C[C@@H]1CN([C@@H](C)CO)C(=O)c2cc(C#C[C@@H](C)O)cnc2O[C@H]1CN(C)C(=O)c1ccccc1	/	-6
28	COc1ccc([Si](C)(C)[C@H]2[C@H](CCn3cc(CCO)nn3)O[C@@]3(C(=O)N(Cc4cccc(N5CCC5=O)c4)c4ccccc43)[C@@H]2C)cc1	?	/
29	COc1ccccc1-c1ccc2c(c1)O[C@@H](CN(C)CC1CCOCC1)[C@H](C)CN([C@@H](C)CO)S2(=O)=O	/	-5
30	Nc1nc(SCC(=O)Nc2ccccc2C(F)(F)F)n[nH]1	-2	6
31	Cc1noc(C)c1S(=O)(=O)Nc1ccc2c(c1)CC(=O)N([C@@H](C)CO)C[C@@H](C)[C@@H](CN(C)S(=O)(=O)c1ccccc1)O2	1	1
32	Cc1cc(C)cc(N(CC(=O)Nc2c(C)cc(C)cc2C)S(C)(=O)=O)c1	-1	2
33	Cc1noc(C)c1S(=O)(=O)Nc1ccc2c(c1)C(=O)N([C@H](C)CO)C[C@H](C)[C@@H](CN(C)C(=O)CCC(F)(F)F)OCCCC[C@@H](C)O2	-2	1
34	COc1ccc(NC(=O)Nc2ccc3c(c2)CC(=O)N([C@H](C)CO)C[C@H](C)[C@H](CN(C)C(=O)Nc2ccc(C(F)(F)F)cc2)O3)cc1	3	/
35	C[C@H](CO)N1C[C@H](C)[C@H](CN(C)S(=O)(=O)c2ccc(Cl)cc2)Oc2ccc(NC(=O)Nc3cccc4ccccc34)cc2CC1=O	3	/
36	COc1ccc(C(C)=O)cc1CSc1nc(C)cc(C)n1	2	4
37	C[C@H]1CN([C@@H](C)CO)C(=O)c2cc(NC(=O)Nc3ccc(C(F)(F)F)cc3)ccc2O[C@H]1CN(C)S(C)(=O)=O	-2	/
38	O=C(CSc1nnc(-c2ccccc2Cl)o1)c1ccc2c(c1)OCCO2	1	-3
39	O=C(CC1OCCN(Cc2ccccc2)C1=O)Nc1cccc(Cl)c1 (stereo not drawn)	-3	-2
40	C[C@@H]1CN([C@@H](C)CO)C(=O)CCCn2cc(nn2)CO[C@@H]1CN(C)C(=O)Oc1ccccc1	-1	4
41	CC(C)C#Cc1ccc2c(c1)O[C@H](CN(C)C(=O)CC1CC1)[C@H](C)CN([C@H](C)CO)S2(=O)=O	/	-6
42	Cc1ccc(-c2nc3ccccc3s2)cc1NC(=O)COc1cccc(C)c1C	3	10
43	COc1ccc(S(=O)(=O)N(C)C[C@@H]2Oc3ccc(NC(=O)CCCN(C)C)cc3CC(=O)N([C@H](C)CO)C[C@H]2C)cc1	2	3
44	C[C@@H]1CCCCO[C@H](CN(C)C)[C@@H](C)CN([C@H](C)CO)C(=O)c2cc(NS(=O)(=O)c3cccs3)ccc2O1	-6	2
45	C[C@H]1CCCCO[C@H](CN(C)C(=O)Nc2ccc3c(c2)OCO3)[C@@H](C)CN([C@@H](C)CO)C(=O)c2cc(NC(=O)Nc3ccc(F)cc3)ccc2O1	/	-40
46	Cc1cccc(NS(=O)(=O)c2cc(C(=O)Nc3ccccc3C(=O)N3CCOCC3)ccc2Cl)c1	-23	-8
47	C[C@H]1CN([C@@H](C)CO)C(=O)CCCn2cc(nn2)CO[C@@H]1CN(C)Cc1ccncc1	0	10
48	O=S(=O)(/N=C(/Nc1cc(N2CCOCC2)ncn1)c1ccccc1)c1ccccc1	/	20
49	CCC(=O)O[C@]1(C(=O)CCl)[C@@H](C)CC2C3CCC4=CC(=O)C=C[C@]4(C)[C@@]3(F)[C@@H](O)C[C@@]21C (stereo partly drawn)	1	-9
50	CCC(C)C(O)C(C)(O)/C=C/C1=CC2=CC(=O)C(C)(O)C(O)C2CO1 (stereo not drawn)	-4	1
51	C[C@H]1CN([C@@H](C)CO)C(=O)c2cccc(NS(=O)(=O)c3ccc(Cl)cc3)c2O[C@@H]1CN(C)C(=O)Nc1cccc2ccccc12	/	-1
52	O=C(Nc1ccccc1[N+](=O)[O-])c1cccc(S(=O)(=O)Nc2ccc(F)cc2)c1	1	-2
53	C[C@@H]1CCCCO[C@H](CN(C)C(=O)Nc2cccc3ccccc23)[C@H](C)CN([C@@H](C)CO)C(=O)c2cc(NC(=O)c3ccncc3)ccc2O1	/	-24
54	C[C@@H]1CCCCO[C@H](CN(C)C(=O)Nc2ccccc2)[C@@H](C)CN([C@H](C)CO)C(=O)c2cc(NC(=O)c3ccncc3)ccc2O1	2	/
55	C[C@@H]1CN([C@@H](C)CO)C(=O)Cc2cc(NS(C)(=O)=O)ccc2O[C@@H]1CN(C)C	-3	11
56	Cc1ccccc1OCC(=O)Nc1ccccc1NC(=O)c1ccco1	-3	-7
57	C[C@H](CO)N1C[C@H](C)[C@@H](CN(C)S(=O)(=O)c2ccc(Cl)cc2)Oc2c(NC(=O)C3CCOCC3)cccc2C1=O	/	1
58	COc1ccc(-c2nnc(SCC(=O)Nc3ccc(Cl)cc3Cl)n2-c2ccccc2)cc1OC	2	-12
59	CNC[C@H]1Oc2c(NC(=O)Nc3ccc(C(F)(F)F)cc3)cccc2C(=O)N([C@H](C)CO)C[C@@H]1C	/	21
60	Cc1noc(C)c1S(=O)(=O)N(C)C[C@@H]1Oc2c(NC(=O)c3cnccn3)cccc2C(=O)N([C@@H](C)CO)C[C@@H]1C	/	9
61	O=C1C(=O)N(CCCn2ccnc2)C(c2ccc(Cl)cc2)C1C(=O)c1cccs1 (stereo not drawn)	-4	22
62	COc1cc(NC(=O)COc2cc(C)c(Cl)c(C)c2)ccc1NC(=O)c1ccco1	1	49
63	Cc1cccc(C)c1NC(=O)CN(C1CCCCC1)S(=O)(=O)c1ccc(Cl)cc1	4	-14
64	COc1ccc(CN(C)C[C@H]2Oc3c(NS(=O)(=O)c4ccc(OC)cc4)cccc3C(=O)N([C@@H](C)CO)C[C@H]2C)cc1	/	10
65	Cc1ccc(-n2c(SCC(=O)Nc3ccc(Br)cc3)nnc2-c2ccco2)cc1	0	-13
66	Cc1ccc(S(=O)(=O)N(C)C[C@@H]2Oc3ccc(NC(=O)CCCN(C)C)cc3CC(=O)N([C@H](C)CO)C[C@H]2C)cc1	-4	/
67	C[C@@H]1CN([C@@H](C)CO)C(=O)Cc2cc(NC(=O)NC3CCCCC3)ccc2O[C@@H]1CN(C)C	0	-8
68	CCc1cc(C(=O)OC)c(NC(=O)c2cc(-c3cccnc3)nc3ccc(Br)cc23)s1	4	-20
69	COC(=O)c1ccccc1NC(=O)CN(c1cc(Cl)c(Cl)cc1Cl)S(C)(=O)=O	1	11
70	C[C@@H]1CN([C@@H](C)CO)C(=O)c2cc(NC(=O)Nc3ccc(F)cc3)ccc2O[C@@H](C)CCCCO[C@H]1CN(C)C(=O)Cc1ccccc1	/	-27
71	CC1(C)CC[C@]2(C(=O)O)CC[C@]3(C)C(=CCC4[C@@]5(C)CC[C@H](O[C@@H]6O[C@H](CO)[C@@H](O)[C@H](O)[C@H]6O)[C@@](C)(CO)C5CC[C@]43C)[C@@H]2C1 (stereo partly drawn)	1	0
72	COc1ccc(S(=O)(=O)N(C)C[C@H]2Oc3c(NC(=O)Nc4c(C)noc4C)cccc3C(=O)N([C@H](C)CO)C[C@H]2C)cc1	/	-6

New compounds follow.
#	structure	STK33 inh	p53 PUMA act
73	C[C@H](CO)N1C[C@H](C)[C@@H](CN(C)S(=O)(=O)c2ccc(Cl)cc2)OCc2cnnn2CCCC1=O	1	0
74	Cc1noc(C)c1S(=O)(=O)N(C)C[C@@H]1Oc2ccc(NC(=O)CCCN(C)C)cc2C(=O)N([C@H](C)CO)C[C@@H]1C	/	6
75	Cc1noc(C)c1NC(=O)Nc1ccc2c(c1)C(=O)N([C@@H](C)CO)C[C@@H](C)[C@@H](CN(C)Cc1ccc(C(F)(F)F)cc1)O2	1	/
76	Cc1ccc(NC(=O)c2ccco2)c(NC(=O)COc2ccccc2)c1	-1	-10
77	CNC[C@@H]1OCCCC[C@@H](C)Oc2ccc(NC(=O)c3ccccc3)cc2C(=O)N([C@H](C)CO)C[C@@H]1C	0	/
78	COc1ccc(NC(=O)C23CC4CC(C2)CC(C(=O)Nc2ccc(OC)c(OC)c2)(C4)C3)cc1OC	-1	0
79	CCCCCCCC/C=C/CCCCCCCC(=O)NC(CO)Cc1ccc(O)cc1 (stereo not drawn)	/	-18
80	C[C@@H]1CN([C@@H](C)CO)C(=O)c2cc(NC(=O)Nc3cccc4ccccc34)ccc2O[C@H]1CN(C)S(=O)(=O)c1cccs1	2	/
81	NC(=O)NCC#Cc1ccc2c(c1)[C@]1(C(=O)N2)[C@H](C(N)=O)[C@H]2C(=O)O[C@H](c3ccccc3)[C@H](c3ccccc3)N2[C@@H]1c1ccccc1OCCO	11	/
